# Bioassay records as filed in PubChem BioAssay.
# GLP1R cytotox: cytotoxicity counter-screen for GLP-1 receptor inverse agonists. HEK293 cAMP-luciferase reporter cells, luminescence, 24 h. Potency, µM (titrated, usually from 38.3 µM), for inactives: top-dose activity change, negative = inhibition, usual class: inhibitors. actives 0.13% (n = 410,000). AID 624418;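 further: loss of luciferase light is scored as toxicity; potency means the concentration at half of the fitted maximal effect; on the % scale 0 is the no-effect control and ±100 the full control effect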
#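 To flag toxic compounds, the library was rerun on cells for 24 hr at 37 deg C and 5% CO2. Viability-linked luminescence was captured 12 min after adding luciferase detection reagent.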
# PTHR1 ag: activates the human parathyroid hormone receptor PTHR1. AID 743266. actives 0.075% (n = 410,000). Potency, µM (series often up to 115 µM), for the others: at the top dose activation, usual class: activators. HEK293 GP2 PTHR1 cells, GloSensor cAMP luminescence, 1 h. Q03431; further: potency means the concentration at half of the fitted maximal effect; nearly all actives have a fitted effect of over 55% in size; some results filed as inactive show a strong effect at the top dose; inactives centre near -15; many of its hits are not listed in these tables
# Target sequence (Q03431 whole entry, looked up): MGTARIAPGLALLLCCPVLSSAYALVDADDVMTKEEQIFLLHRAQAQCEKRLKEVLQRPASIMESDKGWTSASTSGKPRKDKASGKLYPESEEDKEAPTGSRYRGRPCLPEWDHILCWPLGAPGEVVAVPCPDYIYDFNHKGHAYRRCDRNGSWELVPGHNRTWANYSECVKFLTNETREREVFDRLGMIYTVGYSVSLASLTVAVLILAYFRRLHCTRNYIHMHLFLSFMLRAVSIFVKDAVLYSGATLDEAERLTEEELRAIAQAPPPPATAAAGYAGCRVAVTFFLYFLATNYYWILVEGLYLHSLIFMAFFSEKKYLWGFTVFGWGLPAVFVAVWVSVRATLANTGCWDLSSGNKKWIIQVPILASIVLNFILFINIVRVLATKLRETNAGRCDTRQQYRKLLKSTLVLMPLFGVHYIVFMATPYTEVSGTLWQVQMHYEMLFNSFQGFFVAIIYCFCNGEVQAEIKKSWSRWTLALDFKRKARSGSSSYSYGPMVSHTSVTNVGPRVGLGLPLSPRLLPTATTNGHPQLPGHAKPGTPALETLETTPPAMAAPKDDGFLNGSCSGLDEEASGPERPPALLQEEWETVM
#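 HEK-293-derived GP2 cells expressing PTHR1 and a GloSensor cAMP reporter, 3,000/well, plated overnight, given luciferin plus IBMX (each 0.5 mM as added) for 1 h at 37 °C, then compound for 1 h at 37 °C. Luminescence was read after 15 min at room temperature.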
# TDP43 rescue: TDP-43 toxicity inhibition in yeast. TDP-43 expressing yeast growth rescue, BacTiter-Glo, 24 h. Potency, µM (highest dose often 46.1 µM), inactives show top-dose growth rescue (activation), most hits filed as activators. actives 1.8% (n = 410,000); further: potency means the concentration at half of the fitted maximal effect; % of control where 0% means no effect; nearly all actives have a fitted effect of over 50% in size
#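 Galactose-induced TDP-43 yeast, OD600=0.02, compound pinned; 24 hr, 30 deg C; BacTiter-Glo luminescence for growth. Inhibitors of TDP-43 toxicity read as activators.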
# Akt phos inh: inhibitors of Akt phosphorylation | actives 0.32% (n = 360,000) | activity change, % for hits at 50 µM | Neuro2A IGF-stimulated pAkt S473 HTRF, 20 min; active compounds read low; in the data active means activity change below about -80%; inconclusive means mostly about -51% to -80%; further: on the % scale 0 is the no-effect control and ±100 the full control effect
#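 Neuro2A cells (4,500/well, DMEM with 0.5% FBS) were treated with compound at a single 50 µM final concentration, stimulated with 6 nM IGF for 20 min at 37 °C, and lysed. Phospho-Akt Ser473 was read by HTRF as 665/615 ratio ×10^4.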
# Abeta rescue: A-beta toxicity reversal in yeast; yeast expressing A-beta42, growth rescue, OD600, 48 h; response scale: 0% DMSO, 100% iron-clioquinol control; Potency, µM (doses to about 46.1 µM), for the others: at the highest dose growth rescue, hits mostly activators; actives 0.063% (n = 410,000); AID 1347071; further: potency means the concentration at half of the fitted maximal effect; nearly all actives have a fitted effect of over 55% in size
#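 Growth rescue measured by 600 nm absorbance after 48 h yeast culture at 30 C with compound. Values normalized between DMSO and an equimolar ferric chloride plus clioquinol control.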
# aSyn rescue: rescues yeast growth from alpha-synuclein toxicity. Potency, µM (highest dose often 46.1 µM), for the others: top-dose growth rescue (activation), usual class: activators. Yeast expressing alpha-synuclein, growth rescue, BacTiter-Glo, 24 h. AID 652106. actives 0.14% (n = 370,000); further: potency means the concentration at half of the fitted maximal effect; % of control where 0% means no effect; nearly all actives have a fitted effect of over 65% in size
#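 Readout is rescue of growth in alpha-synuclein-expressing yeast, so inhibitors of toxicity appear as activators. Growth after 24 hr at 30 deg C in galactose medium is quantified by luminescence.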
# GLP-1R inv ag: GLP-1 receptor (human) inverse agonism | actives 1.6% (n = 410,000) | P43220 | HEK293 GLP-1R CRE-luciferase, luminescence, 24 h; GLP-1R form is constitutively active | Potency, µM (highest dose often 38.3 µM), without a hit: top-dose activity change, negative = inhibition, actives largely listed as inhibitors; further: potency means the concentration at half of the fitted maximal effect; on the % scale 0 is the no-effect control and ±100 the full control effect; nearly all actives have a fitted effect of over 55% in size
# Target sequence (P43220 whole entry, looked up): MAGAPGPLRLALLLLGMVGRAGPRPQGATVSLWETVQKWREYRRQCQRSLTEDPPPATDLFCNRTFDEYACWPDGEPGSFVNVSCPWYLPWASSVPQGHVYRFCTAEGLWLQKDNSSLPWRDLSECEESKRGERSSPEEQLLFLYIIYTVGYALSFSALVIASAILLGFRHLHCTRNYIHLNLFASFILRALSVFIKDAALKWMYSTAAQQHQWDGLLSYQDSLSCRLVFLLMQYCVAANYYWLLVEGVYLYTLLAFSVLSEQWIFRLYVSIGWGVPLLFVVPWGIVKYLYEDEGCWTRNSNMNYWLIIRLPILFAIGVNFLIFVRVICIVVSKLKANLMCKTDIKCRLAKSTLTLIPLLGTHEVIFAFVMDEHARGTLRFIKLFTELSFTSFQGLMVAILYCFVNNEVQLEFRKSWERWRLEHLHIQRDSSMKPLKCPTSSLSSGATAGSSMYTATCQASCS
#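 Assay principle: reduced luminescence from a cAMP-responsive reporter in HEK293 cells co-expressing a constitutively active GLP-1R. Conditions: 24 hr compound incubation, 37 deg C, 5% CO2.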
# FUS yeast rescue: rescues growth of FUS-expressing yeast; S. cerevisiae FUS-expressing, growth rescue, OD600, 24 h; Potency, µM (top dose mostly 76.6 µM), for inactives: at the top dose growth rescue (activation), actives largely listed as activators; actives 0.24% (n = 390,000);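 further: potency means the concentration at half of the fitted maximal effect; plate controls were DMSO vehicle for no effect and reference control for full effect; nearly all actives have a fitted effect of over 55% in size; some results filed as inactive show a strong effect at the top dose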
#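 Galactose (2%) drives FUS expression in yeast precultured in raffinose; seeding density OD 0.005. Test compounds incubated 24hr at 30C and 99% humidity before absorbance at 600 nm was measured.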
# MmCpn inh: M. maripaludis TRiC chaperonin inhibition. purified Mm-Cpn ATPase, ADP Transcreener TR-FRET. actives 0.031% (n = 330,000). Potency, µM (top dose mostly 76.9 µM), inactives show at the top dose activity, negative = inhibition, actives largely listed as inhibitors. AID 504842; further: potency means the concentration at half of the fitted maximal effect; on the % scale 0 is the no-effect control and ±100 the full control effect; nearly all actives have a fitted effect of over 80% in size
#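 Purified archaeal Mm-CPN (25nM final) preincubated 10 min at 37degC with compound, then 10uM ATP for 30 min at 37degC; ADP measured by HTRF Transcreener TR-FRET; buffer 30 mM TRIS pH 7.4, 100mM KCl, 5mM MgCl2, 1mM DTT.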
# * hit, by the source's call; i = inactive; ? = inconclusive; . = not tested or not shown; [ ] = dose if it differs, or a comment. Unless noted, the call rests on the fitted dose curve; in most records, active means well fitted curve in the direction sought with a large enough effect; inconclusive means small, poorly fitted or top-dose-only effect, or another doubt; inactive means no such curve, though single readings can be large; an effect the other way counts as inactive or inconclusive.
SMILES,GLP1R cytotox,PTHR1 ag,TDP43 rescue,Akt phos inh,Abeta rescue,aSyn rescue,GLP-1R inv ag,FUS yeast rescue,MmCpn inh
CCOc1ccc(NC2c3ccccc3C(=O)N2c2ccc(Cl)cn2)cc1 (stereo not drawn),11%,-4%,21%,i,-1%,-4%,3%,-13%,-2%
Cc1cn([C@H]2C[C@H](O)[C@@H](/C=C/C(=O)NCCc3cccnc3)O2)c(=O)[nH]c1=O,5%,2%,-4%,i,-9%,-7%,21%,-11%,.
CCOC(=O)c1ccc(NC(=O)CC2Sc3ncnn3C2=O)cc1 (stereo not drawn),0%,-31%[inhibitor],-39%[inhibitor],i,-18%,-41%[inhibitor],4%,20%,-1%
COc1ccccc1CNC(=O)C(=O)Nc1ccc(C(=O)N2CCC(C)CC2)cc1,-12%,-1%,4%,i,7%,-1%,?,34%,4%
COc1ccc(CN(C(=O)c2snc(C(N)=O)c2N)C(C(=O)NC2CCCC2)c2ccco2)cc1 (stereo not drawn),0%,-2%,1%,i,-3%,13%,-22%,21%,-2%
O=C(O)CCC(=O)N1CCN(c2ncccc2C(F)(F)F)CC1,-9%,i,-7%[1.82 µM],i,3%,1%,8%,-13%,0%
Cc1cc(C)n(Cc2ccc(NC(=O)c3c([N+](=O)[O-])c(C)nn3C)cc2)n1,-16%,i,16%,i,8%,2%,0%,28%,3%
CC(C)OC(=O)c1cn(-c2ccccc2)nc1-c1ccco1,-3%,-21%,?,i,16%,2%,4%,36%,-8%
COCCNC(=O)c1ccccc1NC(=O)c1ccc(Cl)c(S(=O)(=O)Nc2ccc(C)cc2C)c1,-20%,i,-31%[inhibitor],i,-11%,11%,?,40%,-7%
Cc1ccnc(NS(=O)(=O)c2ccc(NC(=O)c3ccccc3F)cc2)n1,5%,-13%,5%,i,-5%,-1%,4%,-12%,0%
CCOC(=O)c1c(S(=O)(=O)NCC(=O)Nc2ccc(F)cc2)c(C)n(C)c1C,0%,27%,5%,i,-4%,8%,5%,8%,0%
O=C(/C=C/c1ccccc1[N+](=O)[O-])c1ccccc1Br,?,-78%[inhibitor],?,i,-79%[inhibitor],?,?,8%,-1%
COc1ccc(CNC(=O)COC(=O)c2ccc(S(=O)(=O)N3CCCCC3)cc2)cc1,?,-19%,-8%,i,-14%,-6%,23%,.,-3%
N=c1sccn1CC(=O)Nc1cccc(S(=O)(=O)N2CCCCCC2)c1,2%,-5%,-4%,i,2%,-1%,?,3%,0%
CCC(C)(C)NC(=O)C(C(C)C)N(CC1CCCO1)C(=O)CNS(=O)(=O)c1ccccc1 (stereo not drawn),?,i,13%,i,7%,4%,1%,3%,0%
COc1ccccc1NC(=O)C1=C(C)Nc2nnnn2C1c1cc(Br)c(O)c(OC)c1 (stereo not drawn),8%,i,15%,.,-4%,.,-14%,9%,.
COc1ccc2c3c(ccc2c1)C(=O)/C(=C/O)CC3,-8%,-36%[inhibitor],-89%[inhibitor],i,-20%,-74%[inhibitor],12%,.,.
CCOc1ccc(/C=C2\SC(=S)N(CC(=O)NCCCN3CCOCC3)C2=O)cc1,-24%,-1%,5%,i,-4%,7%,-6%,6%,0%
Cc1ccc(Cn2ncn(-c3ccccc3)c2=O)cc1,1%,i,25%,i,-12%,0%,10%,-26%,3%
COc1cc(NC(=O)CSc2nccc(C)n2)c(C)cc1[N+](=O)[O-],-19%,i,15%,i,11%,11%,6%,19%,2%
CCC1CCCCN1S(=O)(=O)c1ccc(C(=O)Nc2nnc(-c3cccs3)o2)cc1 (stereo not drawn),-4%,-25%,13%,i,-11%,?,?,18%,-7%
COc1ccc(C(=O)OCC(=O)c2ccc(C3CCCCC3)cc2)cc1,50%[activator],-23%,-5%,i,-10%,19%,?,6%,2%
COc1ccc(OC)c(C(=O)c2coc3cc(Br)c(O)c(Br)c23)c1,-26%,-40%[inhibitor],?,i,-30%,-25%,?,6%,.
COc1cc(/C=N\NC(=O)OC(C)(C)C)ccc1OC(=O)c1ccco1,0%,-19%,5%,i,0%,-6%,-11%,30%,4%
COc1ccc(/C=N/Nc2ccccn2)c(OC)c1OC,11%,-8%,19%,i,-5%,-2%,9%,21%,-2%

# Entries of single compounds from above:
# `COc1cc(/C=N\NC(=O)OC(C)(C)C)ccc1OC(=O)c1ccco1` as listed: GLP1R cytotox = 0%; PTHR1 ag = -19%; TDP43 rescue = 5%; Akt phos inh = i; Abeta rescue = 0%; aSyn rescue = -6%; GLP-1R inv ag = -11%; FUS yeast rescue = 30%; MmCpn inh = 4%
# `CCOC(=O)c1c(S(=O)(=O)NCC(=O)Nc2ccc(F)cc2)c(C)n(C)c1C` as listed: GLP1R cytotox = 0%; PTHR1 ag = 27%; TDP43 rescue = 5%; Akt phos inh = i; Abeta rescue = -4%; aSyn rescue = 8%; GLP-1R inv ag = 5%; FUS yeast rescue = 8%; MmCpn inh = 0%
# `COc1ccc(CNC(=O)COC(=O)c2ccc(S(=O)(=O)N3CCCCC3)cc2)cc1` as listed: GLP1R cytotox = ?; PTHR1 ag = -19%; TDP43 rescue = -8%; Akt phos inh = i; Abeta rescue = -14%; aSyn rescue = -6%; GLP-1R inv ag = 23%; FUS yeast rescue = .; MmCpn inh = -3%

# (list continues)
SMILES,GLP1R cytotox,PTHR1 ag,TDP43 rescue,Akt phos inh,Abeta rescue,aSyn rescue,GLP-1R inv ag,FUS yeast rescue,MmCpn inh
O=C(O)c1ccc(CNCc2ccccc2F)cc1,0%[7.66 µM],i,-22%[9.22 µM],i,-14%,1%,2%[7.66 µM],25%,?
CC1(C)CC(NC(=O)COc2ccccc2Cl)CC(C)(C)N1,4%,-7%,-18%,i,-23%,-7%,?,-1%,0%
CCCCCCCCN1C(=O)[C@H](CC(=O)NCc2ccc(OC)c(OC)c2)C[C@@]2(C(=O)OCC)CCC=C12,4%,-9%,28µM*,i,1%,-5%,?,?,.
COc1ccc(CCNC(=O)c2ccc([N+](=O)[O-])cc2)cc1,-24%,-19%,-2%,i,-2%,0%,?,13%,1%
CCN1CCN(/C=N/c2nc3c(s2)CCCC3)CC1,-3%,-25%[57.5 µM],-13%,i,10%,-11%,?,-11%,-1%
COc1ccc(C)cc1S(=O)(=O)N(CC(=O)Nc1ccc2c(c1)OCCO2)Cc1ccccc1,4%,i,-2%,i,13%,2%,?,?,0%
O=C(CSc1nnc(COc2ccc(Cl)cc2)o1)Nc1ccccc1,1%,-1%,19%,.,-4%,.,-4%,-8%,.
CCSc1nc(O)cc(=O)n1-c1ccc(OC)cc1,-14%,i,6%,.,2%,0%,?,21%,1%
Cc1ccc2nc(C)c(C(=O)N/N=C/c3ccc(N4CCOCC4)cc3)cc2c1,12%,i,16%,i,0%,1%,52%[activator],8%,0%
COc1ccc(OC)c(NC(=O)CCN2CCN(c3ccccc3OC)CC2)c1,5%,-12%,-10%,i,-4%,-4%,-4%,-16%,-1%
c1csc(COc2ccccc2CNC2CCCCC2)c1,?,i,-25%,i,-12%,-3%,?,.,0%
CCCC(=O)OCC(=O)Nc1ccc2c(c1)OCO2,-3%[7.66 µM],i,16%,i,17%,-3%,21%[7.66 µM],10%,3%
CC(=O)c1ccc(N(CC(=O)NC2CCS(=O)(=O)C2)S(=O)(=O)c2ccc(C)cc2)cc1 (stereo not drawn),-8%,i,?,i,9%,0%,9%,21%,-1%
COCCNC(=O)C1(C)Cc2c(-c3ccc4c(c3)OCO4)ccnc2O1 (stereo not drawn),-24%,-39%[inhibitor],24%,i,-4%,2%,?,-14%,.
C=CCn1c(CCNC(=O)c2ccc(Cl)c(Cl)c2)nnc1SCCOc1ccc(OC)cc1,-17%,i,16%,i,22%,19%,-23%,37%,1%
CCC(C)N(C(=O)c1csnn1)C(C(=O)NCc1ccc(F)cc1)c1ccccc1 (stereo not drawn),-6%,0%,-9%,i,2%,2%,-27%,5%,-4%
COCCNS(=O)(=O)c1cc(C(=O)O)ccc1OC,-2%,-10%,5%,i,-16%,-4%,1%,1%,-2%
COC(=O)C[C@@H]1C=C[C@H](NS(=O)(=O)c2cccc(F)c2)[C@@H](CO)O1,0%,-25%,?,i,7%,-12%,22%,-7%,.
Cc1csc(NC(=O)CSc2nnc(C)c(=O)n2N)n1,-1%,i,6%,i,6%,0%,35%[activator],-26%,2%
Cc1ccc(N(C(=O)c2csnn2)C(C(=O)NC2CCCCC2)c2cccnc2)c(C)c1 (stereo not drawn),-3%,i,0%,i,-6%,1%,2%,-16%,2%
CCOc1ccc(C2NC(=O)c3ccccc3O2)cc1 (stereo not drawn),-10%,-2%,?,i,4%,9%,-7%,.,3%
COc1cc(C2Nc3ccccc3C(=O)N2c2ccc(Cl)cc2)c(Cl)cc1OCC(=O)O (stereo not drawn),0%,-24%,25%,i,-7%,-4%,20%,.,-2%
CC1CC(C)CN(C(=O)C2CC(=O)N(c3ccc4c(c3)OCCO4)C2)C1 (stereo not drawn),-11%,-16%,19%,i,5%,-2%,13%,-3%,1%
CC(=O)NCC(=O)N1CCCC(C(=O)c2ccc(Oc3ccccc3)cc2)C1 (stereo not drawn),-3%,i,-5%,i,-3%,3%,6%,13%,2%
O=C(COC(=O)c1cc(S(=O)(=O)N2CCOCC2)ccc1F)NC1CCCCC1,7%,9%,5%,i,-14%,-3%[1.84 µM],17%,9%,1%
O=C(NCc1ccccc1)C1CCC(CNc2c(N3CCCCC3)c(=O)c2=O)CC1 (stereo not drawn),0%,-5%,18%,i,0%,1%,-6%,-8%,0%

# A portion of the library; the hit share may differ from the screen's.
